# Source: PubChem (several laboratories)
# MEKK3 PB1 HTS: modulators (inhibitors or enhancers) of MEK5 binding to human MEKK3 PB1 domain. Q99759. bead-based flow cytometry, Alexa488-MEK5 binding to MEKK3; actives lie on both sides; 0 = blocked by unlabeled MEK5, 100 = vehicle. binding response (% of control), % at 10 µM. 290,000 compounds, 1.4% hits. AID 1529;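 active = binding response more than 3 SD above or below the average of its plate-row segment, actives on both sides; inconclusive = wells at one plate position flagged as instrument error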;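 note: Alexa488 bead fluorescence after subtracting the streptavidin-only scavenger bead signal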
# Target sequence (Q99759 whole entry, looked up, the tested form may be a part): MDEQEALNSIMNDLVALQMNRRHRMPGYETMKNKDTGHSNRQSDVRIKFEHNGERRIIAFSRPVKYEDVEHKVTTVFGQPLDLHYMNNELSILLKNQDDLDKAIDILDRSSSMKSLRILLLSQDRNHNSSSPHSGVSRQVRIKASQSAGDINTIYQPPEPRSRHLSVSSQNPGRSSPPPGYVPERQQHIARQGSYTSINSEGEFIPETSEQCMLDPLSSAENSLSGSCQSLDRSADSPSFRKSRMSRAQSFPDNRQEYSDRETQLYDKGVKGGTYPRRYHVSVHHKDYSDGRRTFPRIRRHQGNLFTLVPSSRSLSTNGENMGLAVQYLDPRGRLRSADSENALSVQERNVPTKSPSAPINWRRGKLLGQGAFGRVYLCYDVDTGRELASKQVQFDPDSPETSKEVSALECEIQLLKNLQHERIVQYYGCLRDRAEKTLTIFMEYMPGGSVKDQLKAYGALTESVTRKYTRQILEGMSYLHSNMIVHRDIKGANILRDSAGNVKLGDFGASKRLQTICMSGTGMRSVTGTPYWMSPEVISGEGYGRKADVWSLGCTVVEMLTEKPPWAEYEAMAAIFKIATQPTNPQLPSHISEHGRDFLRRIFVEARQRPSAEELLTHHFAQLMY
# IDE inh: cellular human IDE inhibition | P14735 | HEK cells, FAbetaB cleavage, fluorescence polarization | inhibition, % at 5.59 µM | 320,000 compounds, 0.41% hits;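 active = percent inhibition above the average of all tested compounds plus 3 SD, set per screening campaign, cut at about 16% in these data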;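 note: IDE supplied by intact live HEK cells; FP after avidin binding of uncleaved biotin substrate so inhibition keeps polarization high; 0% = DMSO wells and 100% = 60 µM reference IDE inhibitor Ii1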
# IDE cell activ: boosts human insulin-degrading enzyme activity in HEK cells; 340,000 compounds, 0.073% hits; FAbeta-B cleavage, fluorescence polarization; 0% vehicle, 100% cell-free pure enzyme wells; activation, % at 5.96 µM; P14735; AID 493087;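 active = activation above the mean of all tested compounds plus 3 SD, set per screening campaign, cut at about 17% in these data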
# pCIP destab: lowers stability of the mouse p/CIP coactivator protein; Q05BA5; F442A p/CIP-EGFP cells, EGFP fluorescence, 16 h; decrease of EGFP signal, % at 10 µM; 290,000 compounds, 0.01% hits;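 active = EGFP signal decrease of at least 30% at 10 µM or well 3 SD below plate mean, unless failing retest; inactive = the rest, including hits failing retest or dose response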; note: some compounds called inactive have numbers as strong as hits; many of its hits are not listed in these tables
# MEKK2 WT-MEK5: raises or lowers MEK5 binding to wildtype human MEKK2 PB1 domain. binding response (% of control), % at 10 µM. Q9Y2U5. 290,000 compounds, 1.1% hits. bead flow cytometry, Alexa488-MEK5 binding to MEKK2 WT; actives lie on both sides. AID 1531; in the data active = binding response below about 67% or above about 130%; inconclusive = no clear call, values can overlap the other calls; inactive = in between
# UBC9 SUMO inh: inhibitors of human SUMOylation (UBC9) | P63279 | HTRF SUMOylation assay, SAE1/SAE2 + UBC9, in vitro | inhibition, % at 35 µM | 290,000 compounds, 0.36% hits | AID 2006; in the data active = inhibition above about 50%, passing the limit was not always enough; inconclusive = no clear call, values can overlap the other calls; note: strong numbers were not always called active
# Target sequence (P63279 whole entry, looked up): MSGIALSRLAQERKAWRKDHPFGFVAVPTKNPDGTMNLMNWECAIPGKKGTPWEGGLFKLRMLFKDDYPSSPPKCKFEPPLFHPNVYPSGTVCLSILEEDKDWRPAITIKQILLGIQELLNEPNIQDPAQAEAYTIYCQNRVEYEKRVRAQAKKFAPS
# PfM18AAP inh: PfM18AAP enzyme inhibition. recombinant PfM18AAP, H-Glu-NHMec fluorogenic cleavage. inhibition, % at 7.35 µM. 290,000 compounds, 1.2% hits. AID 1822;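 active = inhibition above the campaign mean inhibition over all tested compounds plus 3 SD, cut at about 28% in these data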;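 note: 0% = plate median of test compound wells and 100% = 2 mM ZnCl2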
# MEKK2 mut-MEK5: signal of MEK5 binding to mutant human MEKK2 PB1 domain. bead flow cytometry, Alexa488-MEK5 binding to MEKK2 mutant. percent response, % at 10 µM. 290,000 compounds, 0.35% hits; in the data active = percent response above about 24%, passing the limit was not always enough; note: inactives centre near 1; some results filed as inactive read as strong as hits; reference of the scale not given here
# NALP1 yeast inh: blocks the NALP1 inflammasome reconstituted in yeast; S. cerevisiae NALP1/ASC/caspase-1 growth, X-gal OD620, 72 h; 280,000 compounds, 0.61% hits; inhibition, % at 10 µM; in the data active = inhibition mostly above about 24%, no sharp cut-off; inactive = mostly below about 32%; note: some compounds called inactive have numbers as strong as hits
# * marks the source's active call; other numbers are inactive results; ? = inconclusive; nt = no result given. An excerpt. The share of hits here may be higher or lower than overall.
SMILES,MEKK3 PB1 HTS,IDE inh,IDE cell activ,pCIP destab,MEKK2 WT-MEK5,UBC9 SUMO inh,PfM18AAP inh,MEKK2 mut-MEK5,NALP1 yeast inh
CC1(C)Cc2c(cnn2-c2ccccc2)C(=O)/C1=N\NC(=O)c1ccccc1O,101,-5,4,-6,100,-11,7,6,7
Cc1ccc(NC(=O)c2ccccc2)cc1,100,3,3,-6,95,-6,1,-7,-3
O=C(O)CCC(=O)N1CCN(c2nc(-c3ccccc3Cl)c3cc(Br)ccc3n2)CC1,91,3,5,-29,94,14,0,-5,8
Cc1cc(C)n(C(=O)CNc2ccccc2Cl)n1,91,2,-5,25,96,10,-8,4,5
O=C(NCCCN1CCc2ccccc2C1)C1CCN(c2nnc(-n3cccc3)s2)CC1,115,1,0,-4,219*,6,1,55*,11
O=S(=O)(NC1CCCC1)c1ccc(S(=O)(=O)N2CCCN(Cc3ccccc3)C2)cc1,105,4,6,2,105,-35,3,2,20
CSc1ccccc1NC(=O)C1CC(c2c(F)cccc2Cl)=NO1 (stereo unspecified),103,2,0,-6,99,-7,2,4,nt
COc1cccc(C(=O)NN2C(=O)C3C4C=CC(O4)C3C2=O)c1 (stereo unspecified),102,1,4,10,99,16,-51,6,-3
OCc1c[nH]c(=S)n1CCOc1cccc(C(F)(F)F)c1,107,4,-5,-10,106,-1,11,11,-7
Cc1onc(-c2c(Cl)cccc2Cl)c1NC(=O)NN(C)c1ccc([N+](=O)[O-])cn1,100,-4,7,5,95,6,4,-3,nt
Nc1cccnc1Sc1ccc([N+](=O)[O-])cn1,100,nt,-1,-2,95,9,25,-2,23
COc1ccc(/C(C)=N/OCC(=O)Nc2nc3ccccc3s2)cc1OC,96,11,-1,-8,96,-24,1,-1,31
CNC(=O)Cn1nc(-c2ccc(C)c(S(=O)(=O)N(C)C)c2)c2ccccc2c1=O,94,-3,6,-4,91,9,0,2,-5
C=CCC(=O)N(CC)CC1CCCN(CCc2cccc(F)c2)C1 (stereo unspecified),105,nt,2,-6,102,-8,2,-2,12
O=C(CSCCO)Nc1ccc(C2CCCCC2)cc1,98,2,6,-11,96,-6,-4,-5,-38
COc1ccc(C(=O)n2nc(C)c(Br)c2C)cc1,114,4,4,-17,109,-20,1,4,4
Cc1nnc(NC(=O)c2c(-c3ccccc3)noc2C)s1,97,13,1,0,101,3,-2,0,-4
Cc1ccc(-c2csc(NC(=O)c3ccccc3Cl)c2C(=O)O)cc1,106,2,3,-3,104,24,-15,7,-14
CN(c1ccccc1)S(=O)(=O)c1ccc2c(c1)oc(=O)n2C,103,-1,2,-8,101,14,-12,8,12
COCCn1c(CN2CCN(c3cccc(Cl)c3)CC2)nc2c1c(=O)n(C)c(=O)n2C,111,1,3,-15,112,1,-1,15,11

# Three records picked at random from those above, as already listed:
SMILES,MEKK3 PB1 HTS,IDE inh,IDE cell activ,pCIP destab,MEKK2 WT-MEK5,UBC9 SUMO inh,PfM18AAP inh,MEKK2 mut-MEK5,NALP1 yeast inh
Cc1cc(C)n(C(=O)CNc2ccccc2Cl)n1,91,2,-5,25,96,10,-8,4,5
CN(c1ccccc1)S(=O)(=O)c1ccc2c(c1)oc(=O)n2C,103,-1,2,-8,101,14,-12,8,12
COc1ccc(/C(C)=N/OCC(=O)Nc2nc3ccccc3s2)cc1OC,96,11,-1,-8,96,-24,1,-1,31

# Additional structures follow:
SMILES,MEKK3 PB1 HTS,IDE inh,IDE cell activ,pCIP destab,MEKK2 WT-MEK5,UBC9 SUMO inh,PfM18AAP inh,MEKK2 mut-MEK5,NALP1 yeast inh
O=C(COc1ccccc1)NC(NC(=S)Nc1ccccc1C(=O)O)C(Cl)(Cl)Cl (stereo unspecified),104,-2,6,11,106,-3,-10,4,5
C/C(=N\N1CCN(Cc2ccccc2)CC1)c1ccco1,107,4,0,3,103,5,-1,2,-5
COc1cc2c(cc1OC)C(NC(=O)C(F)(F)F)CNC2=O (stereo unspecified),98,9,7,-6,97,6,-3,-3,3
COc1ccc(S(=O)(=O)N2c3cc(C)ccc3OCC2C(C)(C)C)cc1 (stereo unspecified),95,-2,8,-7,96,8,-3,-4,3
O=C(c1ccc2c(c1)N(Cc1ccccc1)CCS2)N1CCCCC1,101,4,-2,-6,95,18,3,1,19
CCOC(=O)C1(CC2CCCCO2)CCN(Cc2cc(F)ccc2-n2cccn2)CC1 (stereo unspecified),95,-1,-1,-1,81,-6,3,-13,-11
CCN=C1SC(CC(=O)Nc2ccccc2OCC)C(=O)N1CC (stereo unspecified),102,-1,2,-14,104,5,0,2,nt
N#C/C(C(=O)c1ccccc1)=C1/CCCN1,102,6,6,-10,95,3,-4,1,8
CC(=O)n1nc(-c2ccccc2)nc1NCc1ccc(N(C)C)cc1,104,10,3,3,110,-1,5,6,14
CCc1ccc(NC(=O)c2n[nH]c(=O)c3ccccc23)cc1,96,-5,-5,-7,98,17,4,1,9
COc1ccc(OCCNc2cc(N3CCCCC3)ccc2[N+](=O)[O-])cc1,nt,5,-1,-18,nt,7,-2,nt,18
COCCCNC(=O)Cn1cc(C(C)=O)c2ccccc21,101,1,-1,-5,100,12,1,-1,nt
CN1/C(=C\C(=O)COC(=O)c2ccccc2O)C(C)(C)c2ccccc21,84,8,5,-16,86,-2,0,-18,-9
CC1(c2ccc(Cl)cc2)NC(=O)N(CC(=O)c2ccc3c(c2)OCO3)C1=O (stereo unspecified),104,-4,3,-6,102,-8,-5,0,21
O=C1CC(=O)C(n2cncn2)C(c2ccc(Cl)cc2)C1 (stereo unspecified),104,-2,-1,0,102,0,11,-7,35
CCCCCCC1CC(CCc2nc(=S)[nH][nH]2)C(=O)O1 (stereo unspecified),102,0,-10,-14,102,4,0,0,27
CCCCc1cc(=O)oc2c(C)c(OCC(=O)N3CCC(C(N)=O)CC3)ccc12,101,21*,-19,0,101,22,-3,2,22
CC(C)(C)c1cc(CCC(=O)NN)cc(C(C)(C)C)c1O,101,-2,1,-4,94,1,-6,-4,9
O=C(CSCc1ccc(Cl)cc1)Nc1ccc(O)cc1C(=O)O,105,6,4,-2,105,14,4,3,6
O=C(CCOc1ccccc1)N1CCN(S(=O)(=O)c2cccs2)CC1,102,1,7,-15,105,25,1,2,3
CCOc1ncccc1C(=O)OC(C)C(=O)Nc1ccc(CC)cc1 (stereo unspecified),91,3,2,-4,94,15,-1,-5,-8
Cc1c(NC(=O)C(=O)N/N=C/c2cccs2)c(=O)n(-c2ccccc2)n1C,101,0,7,-14,96,17,-6,0,13
CCOC(=O)C(NC(C)=O)C(=O)Nc1ccc(OC)cc1 (stereo unspecified),77,-5,-1,-5,82,9,3,-9,8
CCCCCCC(=O)N(O)C1CC(=O)N(c2ccc(F)cc2)C1=O (stereo unspecified),98,-7,1,-7,103,2,-1,1,-5
N#C/C(=C\C=C\c1ccccc1)c1nc(-c2ccc3c(c2)OCO3)cs1,98,0,1,-7,99,?,5,3,21
COc1ccc(C(=O)NCC(=O)OC2CCCCC2=O)cc1 (stereo unspecified),97,7,8,3,102,0,-3,2,-1
Cc1c(Cl)cccc1NC(=O)Cn1nc(C)n2cccc2c1=O,99,-2,3,5,101,4,-1,1,4
Cc1ccc(NC(=O)/C(=C/C=C/c2ccccc2)NC(=O)c2ccccc2)cc1,104,5,3,2,108,9,-1,39,29
COc1ccccc1NC(=O)CN1CCC(c2nc3ccccc3[nH]2)CC1,100,2,6,-4,98,8,-7,-7,6
Cc1cc(N2CCN(C(=O)c3ccco3)CC2)c2ccccc2n1,101,-1,-1,0,99,1,8,-1,-7
Cc1csc2nc(CCNS(=O)(=O)c3ccc4c(c3)OCCO4)cn12,97,4,-4,-6,77,8,-6,-6,15
CCCCc1ccc(S(=O)(=O)Nc2nnc(C)s2)cc1,102,0,8,8,106,-5,-5,0,17
Fc1ccc(CSc2ncnc3scc(-c4ccccc4)c23)cc1,108,-1,8,6,103,-8,-3,52*,10
COc1ccc(NC(=O)CC2C(=O)N(c3cccc(OC)c3)C(=O)N2Cc2ccco2)cc1 (stereo unspecified),104,-2,4,-5,101,7,1,3,13
CCOC(=O)c1cc(C#N)c(SCC(=O)OC)[nH]c1=O,98,6,4,1,98,23,4,1,3
O=C(Nc1cccnc1)c1cc(-c2ccccc2O)on1,99,-5,3,-7,98,21,-11,7,nt
COc1ccc(NC(=O)CSCC(=O)Nc2ccc(S(=O)(=O)N3CCCCC3)cc2)cc1,107,2,3,-9,110,0,5,7,5
CCOC(=O)NC1(NCc2ccccc2)Oc2ccccc2O1,94,0,3,-1,93,1,54*,-2,46
Cc1onc(-c2ccccc2Cl)c1C(=O)OCC(=O)Nc1cccc(S(=O)(=O)N2CCOCC2)c1,101,-3,9,-14,96,-8,3,0,19
CCOC(=O)C1CCN(C(=O)Cn2cc(C(=O)C3CC3)c3ccccc32)CC1,97,-12,2,-10,97,14,-11,-5,7
COc1ccc(N=Nc2c(C)[nH][nH]c2=O)cc1,101,1,4,11,92,-8,7,-10,21
O=C(CN1C(=O)NC2(CCCC2)C1=O)N1CCN(C(=O)c2ccco2)CC1,99,-2,4,-2,99,17,-4,8,12
CCCC(=O)Nc1sc(C(=O)OC)c(C)c1C(N)=O,104,0,1,-5,106,-8,5,-1,-2
COC(=O)c1ccc(CN2CCN(Cc3ccc(F)cc3)C(CCO)C2)cc1 (stereo unspecified),102,1,2,-4,102,13,-4,0,-10
Cc1ccc(C)c(NCc2n[nH]c(=S)n2-c2ccccc2)c1,105,-2,5,-1,90,16,16,-10,-20
CCC(=O)N1c2ccc(S(=O)(=O)CCC(=O)NCc3ccc4c(c3)OCO4)cc2CC1C (stereo unspecified),nt,1,0,-17,nt,9,1,nt,2
O=C(CN(c1cccc(C(F)(F)F)c1)S(=O)(=O)c1ccc(Cl)c([N+](=O)[O-])c1)NCc1ccc(F)cc1,104,1,6,-4,113,-3,0,2,15
CC(C)CCN=Cc1c(O)n(-c2ccccc2)c(=O)c2ccccc12,94,-4,5,4,92,-10,6,-7,4
O=C(O)C/C(=C\c1cc2c(cc1Br)OCO2)c1nc2ccccc2s1,101,9,4,-13,95,15,23,1,14
Cc1ccc2c(CN(C)Cc3cccc(Cl)c3)cc(=O)oc2c1C,104,0,1,4,101,-6,1,-1,31
CCOc1cc(/C=N/NC(=O)OC)ccc1OCCSc1ccc(Cl)cc1,101,2,0,-22,103,0,-5,-2,33
O=C(O)CNC(=O)c1cccc(C(F)(F)F)c1,104,2,4,-10,100,20,0,1,18
Cc1ccc(C)c2c1N(Cc1ccccc1)C(=O)C21OCCO1,104,2,2,0,109,-10,0,2,15
COc1ccc(C[C@@H]2CN3C(=NC[C@@H]3C)N2C[C@H](C)NC(=O)CCC2CCCCC2)cc1,99,2,2,-13,108,22,-13,5,12
COc1cc(/C=N/NC(=O)c2cc3ccccc3[nH]2)ccc1O,101,6,3,-3,98,21,14,4,-29
O=C(CSc1cc(Cl)ccc1Cl)NCC1CCCO1 (stereo unspecified),101,-3,-8,10,105,-5,-10,3,41
Cc1ccc(S(=O)(=O)N2CCN(C(=O)c3cc4c(C)nn(-c5ccccc5C)c4s3)CC2)cc1,108,-6,7,-5,105,-11,-5,3,-2
COc1ccc(C(=O)Nc2ccc3nc(N4CCCCC4)cc(C)c3c2)cc1OC,104,2,-3,-20,112,5,0,0,5
O=C(Nc1ccc(-c2nnc(-c3ccccc3)o2)cc1)c1ccc(Br)o1,101,-6,8,nt,98,nt,1,3,nt
